Compound activity as filed in PubChem.
V-ATPase pH = regulators of yeast V-ATPase proton transport | S. cerevisiae, pHLuorin cytosolic pH fluorescence | response, % at 10 µM | 350,000 tested, 0.37% active | AID 504577; in the data active means response mostly above about 7.3%, no sharp cut-off; inactive means mostly below about 5.4%; further: actives read high; inactives centre near 0; some compounds called inactive have numbers as strong as hits; reference of the scale not given here
DSG3 Ab inh = inhibitors of pemphigus antibody binding to human desmoglein-3; AID 588358; 310,000 tested, 0.48% active; P32926; binding (percent of control), % at 10 µM; DSG3-coupled beads, scFv-anti-DSG3-GFP binding, flow cytometry; stronger effect = lower value;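 active means binding more than 3 SD below its plate's average and above zero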;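 further: hits lower antibody fragment binding to DSG3; some compounds called inactive have numbers as strong as hits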
CAL PDZ FP-1 = CAL PDZ (human) peptide binding inhibition; purified CAL PDZ, TMR-peptide fluorescence polarization, 1 h; inhibition, % at 24.9 µM; 300,000 tested, 0.92% active; AID 602252;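 active means mean inhibition of at least 30% with at least half of replicates also reaching 30%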;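 further: 0% = DMSO neutral control and 100% = excess unlabeled competitor peptide PRC23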
RTF Ca sens inh = cardiac RTF calcium desensitization; P19429+P45379; inhibition, % at 7.15 µM; AID 493244; 340,000 tested, 0.12% active; IANBD-labeled cardiac RTF, Ca2+ fluorescence;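 active means inhibition above the mean inhibition of all tested compounds plus 3 SD, cut at about 17% in these data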;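 further: assay run at fixed EC70 calcium of 1.6 mM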
Keap1-Nrf2 PPI = Keap1-Nrf2 (human) interaction inhibition | 340,000 tested, 0.15% active | Q14145 | inhibition, % at 9.4 µM | Keap1 Kelch-Nrf2 peptide fluorescence polarization, 1536-well; in the data active means inhibition above about 12%;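 further: human Keap1 Kelch domain with fluorescein labeled Nrf2 9mer peptide probe; 0% = neutral control wells and 100% = peptide positive control; higher means more block of Keap1 binding to Nrf2 peptide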
CAL PDZ FP-2 = blocks peptide binding to human CAL PDZ domain. Q9HD26. purified CAL PDZ, TMR-peptide fluorescence polarization, 1 h. inhibition, % at 20 µM. 330,000 tested, 0.02% active. AID 504414;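 active means highest replicate inhibition of at least 40%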;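 further: plate controls were DMSO neutral control wells for no effect and unlabeled competitor peptide control wells for full effect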
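Assay system – tagged CAL PDZ protein CerCALP, purified · Timing – 1 h at RT · Compound – single point, 20 µM · Measured by – fluorescence polarization from S- and P-plane intensities, G-factor corrected · Evaluation – inhibition from polarization loss · Probe or stimulus – TMR reporter peptide T*-PRC34 · Buffer or medium – pH 7.4 phosphate-saline buffer, reducing agent, detergent, IgG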
NSD2 HMT inh = inhibitors of human histone methyltransferase NSD2 | O96028 | NSD2 peptide methylation, AlphaScreen, 120 min | inhibition, % at 12.5 µM | 310,000 tested, 0.54% active | AID 743445; in the data active means inhibition above about 50%
Target sequence (O96028 whole entry, looked up): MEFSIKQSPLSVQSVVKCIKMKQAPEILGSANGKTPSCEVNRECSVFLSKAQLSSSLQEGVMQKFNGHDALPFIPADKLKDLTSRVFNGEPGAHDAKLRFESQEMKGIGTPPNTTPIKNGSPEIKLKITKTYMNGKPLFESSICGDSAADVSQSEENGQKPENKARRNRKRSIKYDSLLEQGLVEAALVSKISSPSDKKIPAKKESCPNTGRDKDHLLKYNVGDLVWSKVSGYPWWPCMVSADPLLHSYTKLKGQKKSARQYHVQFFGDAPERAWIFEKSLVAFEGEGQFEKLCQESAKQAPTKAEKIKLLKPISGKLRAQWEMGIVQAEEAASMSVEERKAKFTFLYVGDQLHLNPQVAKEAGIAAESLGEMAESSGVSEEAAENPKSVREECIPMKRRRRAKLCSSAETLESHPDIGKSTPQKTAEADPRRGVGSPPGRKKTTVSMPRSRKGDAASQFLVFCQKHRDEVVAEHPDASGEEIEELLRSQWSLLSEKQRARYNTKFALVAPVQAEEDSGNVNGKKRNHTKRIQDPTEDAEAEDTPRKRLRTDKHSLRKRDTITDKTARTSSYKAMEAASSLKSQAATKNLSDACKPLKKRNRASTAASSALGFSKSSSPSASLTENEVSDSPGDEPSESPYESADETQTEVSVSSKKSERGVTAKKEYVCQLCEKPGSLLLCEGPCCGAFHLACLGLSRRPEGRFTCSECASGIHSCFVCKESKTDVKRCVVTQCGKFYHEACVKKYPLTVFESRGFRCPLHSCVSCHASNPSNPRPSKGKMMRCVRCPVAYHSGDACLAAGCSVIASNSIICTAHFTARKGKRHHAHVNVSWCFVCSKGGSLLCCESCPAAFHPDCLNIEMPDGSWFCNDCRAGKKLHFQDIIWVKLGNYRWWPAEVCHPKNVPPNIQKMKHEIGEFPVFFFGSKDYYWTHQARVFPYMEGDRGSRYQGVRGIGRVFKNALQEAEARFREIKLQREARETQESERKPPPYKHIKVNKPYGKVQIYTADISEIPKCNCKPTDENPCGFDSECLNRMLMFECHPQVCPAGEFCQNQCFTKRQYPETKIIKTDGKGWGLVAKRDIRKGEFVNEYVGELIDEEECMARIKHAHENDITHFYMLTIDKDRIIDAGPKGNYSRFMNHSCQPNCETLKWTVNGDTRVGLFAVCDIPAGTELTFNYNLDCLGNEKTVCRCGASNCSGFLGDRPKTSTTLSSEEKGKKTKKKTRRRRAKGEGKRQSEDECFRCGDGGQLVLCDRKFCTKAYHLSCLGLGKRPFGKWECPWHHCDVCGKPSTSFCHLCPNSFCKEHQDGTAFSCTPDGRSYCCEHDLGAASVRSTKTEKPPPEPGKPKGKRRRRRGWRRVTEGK
Arrestin-AP2 inh = blocks beta-arrestin peptide binding to AP2 adaptin | 340,000 tested, 0.31% active | FITC-arrestin peptide / GST-AP2 beads, flow cytometry; AP2 beta2 appendage carries R879A mutation | inhibition, % at 10 µM;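 active means inhibition above a set limit, near 3 SD of compounds lacking own fluorescence, cut at about 54% in these data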;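 further: plate controls were DMSO wells for no effect and 5 µM unlabelled arrestin peptide for full effect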
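Material – GST-tagged AP2 beta2-adaptin appendage (R879A) on 4 µm glutathione beads · Probe or stimulus – fluorescein-tagged arrestin peptide at 50 nM final · Timing – 12 min plus 1 h, RT · Detection – bead flow cytometry, FITC channel · Read-out basis – inhibition as reduced fluorescein signal on beads, percent · Medium – PBS plus Tween 20 (0.05%) and BSA (0.1%)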
DAGLB inh = blocks human DAGLB lipase activity. HEK293T DAGLB membrane lysate, EnzChek fluorogenic substrate. inhibition, % at 5.17 µM. 340,000 tested, 0.059% active. AID 504411; in the data active means inhibition above about 34%;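 further: 0% = enzyme with vehicle and 100% = wells lacking enzyme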
C-LANA FP = inhibitors of KSHV LANA C-terminal domain DNA binding; AID 504423; inhibition, % at 9 µM; MBP-C-LANA/FAM-LBS DNA binding, fluorescence polarization; 340,000 tested, 0.078% active;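 active means highest replicate inhibition at or above 60% at 9 µM, even if other replicates fall short; inactive means all replicates below 60% inhibition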;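 further: 0% = neutral control wells and 100% = 4 µM acridine orange control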
* = called active by the depositor; x = no result given. An excerpt; the hit share may differ from the screen's.

SMILES	V-ATPase pH	DSG3 Ab inh	CAL PDZ FP-1	RTF Ca sens inh	Keap1-Nrf2 PPI	CAL PDZ FP-2	NSD2 HMT inh	Arrestin-AP2 inh	DAGLB inh	C-LANA FP
CN(CCO)c1ccc(/C=N/Nc2nncc3ccccc23)cc1	0	146	-2	-11	-6	-0.4	4	6	3	-2.8
CC(C)C[C@H](NC(=O)c1ccc(OC2CCN(C(=O)C3CC3)CC2)cc1)C(N)=O	0	118	-2	-2	-3	-1.5	-5	14	0	1.6
O=C(COC(=O)c1cnc(Cl)c(Cl)c1)c1ccc(F)cc1	-6	x	4	-14	-1	0.4	-11	-13	-7	0.2
Cc1cc(C(=O)Nc2c(C)cccc2C)n(-c2ccccc2)n1	-1	96	x	-1	-1	-0.7	x	-4	-6	-0.9
O=C(CN1C(=O)C2(OCCO2)c2ccccc21)c1ccc(Br)cc1	3	95	-3	4	1	-0.6	-3	2	0	0.3
CCN1C(=O)[C@H]2[C@@H](c3ccc(C)cc3)N3C(=O)N(c4cccc(F)c4)C(=O)[C@@]3(CC)[C@H]2C1=O	5	110	-6	3	-5	0.0	x	1	1	-2.3
Cc1nc2ncccn2c1-c1csc(NCc2ccco2)n1	-5	x	0	-24	5	0.7	1	-2	-4	-3.2
CCn1cc(C(=O)N2CCN(c3ccccn3)CC2)c(=O)c2cc(S(=O)(=O)N3CCC(C)CC3)ccc21	-1	99	x	-3	-1	0.1	2	-17	1	0.3
Brc1cc(Br)c2ncnc(N3CCCCC3)c2c1	1	111	-5	4	2	-0.7	-11	3	-7	-1.1
CCc1ccc(NC(=O)CSc2n[nH]c(=O)n2C2CC2)cc1	2	103	20	-20	-2	0.2	-1	-12	3	-0.4
C=CCc1ccc(O)c(-c2cc(CC=C)ccc2O)c1	-2	103	3	4	-1	0.8	x	3	0	-0.7
Fc1ccc(-c2cc(C(F)(F)F)nc(NCc3cccs3)n2)cc1	1	95	-2	-4	-1	0.6	-1	1	-12	3.7
COCCNC(=O)C1CC2Cn3c(nc4ccccc43)C2N1C (configuration not stated)	-2	99	0	0	-4	-0.8	x	-4	-2	1.6
COc1ccc(N2C(=O)CC(NNc3nc4ccccc4s3)C2=O)cc1 (configuration not stated)	-4	110	x	x	x	x	1	10	x	x
COC(=O)CC/C(O)=C1/C(=N)CC(C)(C)CC1=O	8	98	23	-4	-4	-0.2	2	1	-3	1.2
COc1cc(OC)cc(C(=O)NNC(=O)c2ccc(S(=O)(=O)N3CC(C)OC(C)C3)cc2)c1 (configuration not stated)	4	92	-3	1	-4	-2.0	0	4	-2	-1.7
CC1CCN(C(=O)CCCOc2ccc(Cl)cc2)CC1	2	100	2	-11	3	x	-8	-4	-2	-1.1
CCOc1ccc(NC(=O)COc2ccc(C(=O)NCc3cccnc3)cc2OC)cc1	5	106	2	-14	-5	-1.5	9	44	4	-1.5
Brc1ccc([C@H]2CN3CCSC3=N2)cc1	-1	124	0	-1	1	-0.6	x	0	0	2.1
COc1ccccc1NS(=O)(=O)c1cccc(C(=O)N/N=C(/C)c2ccc(-n3ccnc3)cc2)c1	-1	x	-2	-1	-2	-1.5	3	1	-1	-2.5
Cc1cc(C)n2nc(-c3ccc(Cl)cc3)cc2n1	2	328	-1	2	-5	0.0	3	6	-5	-1.2
CC(=O)c1nn(-c2cccc(C(F)(F)F)c2)c(=O)[nH]c1=O	-2	111	-6	-1	3	1.0	-2	3	0	1.6
CC(C)(C#N)NC(=O)c1ccco1	-1	94	1	-6	-4	-1.5	-1	1	1	0.5
O=C(Nc1ccc(S(=O)(=O)NCc2cccnc2)cc1)c1ccco1	3	102	-1	-4	-6	-2.4	-4	4	0	0.9
CCCCCC[n+]1c(-c2ccc(Cl)cc2Cl)csc1Nc1ccccc1	-2	102	-1	-4	-3	-3.2	-2	42	-5	-2.0

Shown as labelled records: two of the compounds above
COCCNC(=O)C1CC2Cn3c(nc4ccccc43)C2N1C (configuration not stated)
  V-ATPase pH = -2
  DSG3 Ab inh = 99
  CAL PDZ FP-1 = 0
  RTF Ca sens inh = 0
  Keap1-Nrf2 PPI = -4
  CAL PDZ FP-2 = -0.8
  NSD2 HMT inh = x
  Arrestin-AP2 inh = -4
  DAGLB inh = -2
  C-LANA FP = 1.6
CCCCCC[n+]1c(-c2ccc(Cl)cc2Cl)csc1Nc1ccccc1
  V-ATPase pH = -2
  DSG3 Ab inh = 102
  CAL PDZ FP-1 = -1
  RTF Ca sens inh = -4
  Keap1-Nrf2 PPI = -3
  CAL PDZ FP-2 = -3.2
  NSD2 HMT inh = -2
  Arrestin-AP2 inh = 42
  DAGLB inh = -5
  C-LANA FP = -2.0

Following part:
SMILES	V-ATPase pH	DSG3 Ab inh	CAL PDZ FP-1	RTF Ca sens inh	Keap1-Nrf2 PPI	CAL PDZ FP-2	NSD2 HMT inh	Arrestin-AP2 inh	DAGLB inh	C-LANA FP
Cc1ccc(SCCNC(=O)c2ccc(C)c(S(=O)(=O)Nc3cccc(C)c3)c2)cc1	-1	109	-2	-7	-5	-0.9	1	-4	-8	-1.7
COc1ccc(NC(=O)CN2C(=O)NC(C)(c3ccc4c(c3)OCO4)C2=O)cc1S(N)(=O)=O (configuration not stated)	1	109	-2	-14	0	-0.4	0	11	0	0.9
Cc1cc(NC(=O)CSCc2ccccc2C)no1	1	101	-5	1	-1	0.0	8	25	-2	0.4
CN=Cc1sc2ccccc2c1O	-2	104	2	4	3	0.1	5	8	-1	0.2
O=c1c(Cl)c(N2CCOCC2)cnn1-c1nc2ccccc2[nH]1	-2	100	-1	-12	-3	-5.9	-2	-2	-2	-0.8
CCOC(=O)C1CN(S(C)(=O)=O)c2cc(CC(=O)OC)ccc2O1 (configuration not stated)	0	76	x	-3	-2	0.3	-10	-6	-1	1.1
O=C(O)c1ccccc1CSC1=NCCS1	8	99	2	-9	-4	-1.9	2	39	-1	0.7
CCOc1ccccc1NC(=O)C(=O)N/N=C/c1cc(Br)ccc1O	-3	100	67*	-7	-3	-0.4	1	0	7	-0.6
COCCN(C(=O)CC1CCCC1)c1c(N)n(CC(C)C)c(=O)[nH]c1=O	0	107	1	0	-5	0.0	1	-16	-3	-0.5
Cc1nc2ccccc2c(=O)n1NC(=O)/C=C/c1ccccc1	-1	90	-3	-28	-2	-2.5	-2	-8	1	-0.5
CC(=O)c1c(C)[nH]c(C(=O)OCC(=O)NNC(=O)c2ccc([N+](=O)[O-])cc2)c1C	0	120	-4	-1	-6	0.1	4	34	-1	-0.2
CSc1ccc(CNCCN2CCOCC2)cc1	-1	100	-5	-1	0	0.1	-3	-12	0	-1.8
O=C1CCCC/C1=C/NCc1ccccc1	1	98	-1	-15	0	-1.6	0	-2	2	-0.5
COc1cccc(-c2csc(N3CCN(C(=S)Nc4cccc(Cl)c4)CC3)n2)c1	3	87	-1	-13	-1	-1.9	0	4	-4	0.1
Cc1nn(CCCC(=O)NCc2ccc(Cl)cc2)c(C)c1[N+](=O)[O-]	-3	91	-21	-8	2	0.1	-1	30	-2	1.0
COc1ccc(S(=O)(=O)N2CCOC23CCN(S(=O)(=O)c2cccs2)CC3)cc1	6	104	4	-8	-2	-1.4	-3	-2	3	0.1
COc1ccccc1N(C)S(=O)(=O)c1ccc(C(=O)Nc2ccncc2)cc1	-1	103	-9	1	-3	-1.2	3	-11	0	-0.5
Cc1cccc(Cn2cc3c(=O)n(Cc4cccc(F)c4)nc-3c3ccccc32)c1	-2	101	-1	-11	-4	-0.6	1	2	2	1.4
CN(C)/C=N/C1=C(C#N)C(c2ccc(Br)cc2)c2ccc3ccccc3c2O1 (configuration not stated)	2	95	-7	-12	0	-0.1	2	-5	1	-1.3
CSCC[C@H](NC(=O)[C@@H]1Cc2ccccc2CN1)C(=O)Nc1cccc(C)c1	2	103	2	-10	-5	-3.3	0	2	3	1.9

13 entries from above, ordered by length of the SMILES, ascending:
SMILES	V-ATPase pH	DSG3 Ab inh	CAL PDZ FP-1	RTF Ca sens inh	Keap1-Nrf2 PPI	CAL PDZ FP-2	NSD2 HMT inh	Arrestin-AP2 inh	DAGLB inh	C-LANA FP
CN=Cc1sc2ccccc2c1O	-2	104	2	4	3	0.1	5	8	-1	0.2
O=C1CCCC/C1=C/NCc1ccccc1	1	98	-1	-15	0	-1.6	0	-2	2	-0.5
Cc1cc(NC(=O)CSCc2ccccc2C)no1	1	101	-5	1	-1	0.0	8	25	-2	0.4
Cc1nc2ccccc2c(=O)n1NC(=O)/C=C/c1ccccc1	-1	90	-3	-28	-2	-2.5	-2	-8	1	-0.5
O=c1c(Cl)c(N2CCOCC2)cnn1-c1nc2ccccc2[nH]1	-2	100	-1	-12	-3	-5.9	-2	-2	-2	-0.8
CCOC(=O)C1CN(S(C)(=O)=O)c2cc(CC(=O)OC)ccc2O1 (configuration not stated)	0	76	x	-3	-2	0.3	-10	-6	-1	1.1
Cc1nn(CCCC(=O)NCc2ccc(Cl)cc2)c(C)c1[N+](=O)[O-]	-3	91	-21	-8	2	0.1	-1	30	-2	1.0
COCCN(C(=O)CC1CCCC1)c1c(N)n(CC(C)C)c(=O)[nH]c1=O	0	107	1	0	-5	0.0	1	-16	-3	-0.5
COc1cccc(-c2csc(N3CCN(C(=S)Nc4cccc(Cl)c4)CC3)n2)c1	3	87	-1	-13	-1	-1.9	0	4	-4	0.1
CSCC[C@H](NC(=O)[C@@H]1Cc2ccccc2CN1)C(=O)Nc1cccc(C)c1	2	103	2	-10	-5	-3.3	0	2	3	1.9
Cc1ccc(SCCNC(=O)c2ccc(C)c(S(=O)(=O)Nc3cccc(C)c3)c2)cc1	-1	109	-2	-7	-5	-0.9	1	-4	-8	-1.7
COc1ccc(NC(=O)CN2C(=O)NC(C)(c3ccc4c(c3)OCO4)C2=O)cc1S(N)(=O)=O (configuration not stated)	1	109	-2	-14	0	-0.4	0	11	0	0.9
CC(=O)c1c(C)[nH]c(C(=O)OCC(=O)NNC(=O)c2ccc([N+](=O)[O-])cc2)c1C	0	120	-4	-1	-6	0.1	4	34	-1	-0.2
